Screening results: PubChem BioAssay, NCI
All columns: NCI-60 one-dose screen, growth in % after 48 h at 10 µM unless noted; 100 = growth as untreated, 0 = no growth, -100 = all killed.
U251 – U251 CNS tumor cells | actives 5.4% (n = 80,000)
SF-295 – SF-295 CNS cancer cells. actives 5.6% (n = 79,000)
786-0 – 786-0 renal cancer cells | actives 5.1% (n = 81,000)
DU-145 – DU-145 prostate cancer | actives 4.2% (n = 81,000) | AID 1794760
SN12C – SN12C renal cancer cells | actives 3.8% (n = 81,000) | AID 1794767
PC-3 – PC-3 prostate cancer cells | actives 3.9% (n = 80,000) | AID 1794754
SF-539 – SF-539 CNS cancer | actives 6.8% (n = 81,000)
TK-10 – TK-10 renal cancer cells | actives 3.9% (n = 81,000)
UO-31 – UO-31 renal cancer; AID 1794768; actives 5.2% (n = 81,000)
The depositor's hits bear a star; x = no result given; & = joins results of further samples. Rule for the calls: active = growth percent below 10; inactive = the rest.

no.	molecule	U251	SF-295	786-0	DU-145	SN12C	PC-3	SF-539	TK-10	UO-31
1	COc1cc2c(cc1[N+](=O)[O-])-c1ccc([N+](=O)[O-])cc1/C2=N/NC(N)=S	47	44	71	79	67	58	73	77	30
2	CCCCN(CCCC)CC(O)CN(CC)CC (stereo not drawn)	102	x	104	113	96	98	108	93	73
3	O=C(O)c1c([N+](=O)[O-])cnc2ccccc12	106	102	105	116	97	104	x	102	65
4	Cc1cc(Cl)ncc1[N+](=O)[O-]	96	94	100	119	96	97	92	97	89
5	N=C(N)c1ccc(-c2ccc(-c3cc(Cl)cc(Cl)c3)o2)nc1	-88*	x	-65*	-92*	-80*	-30*	-91*	-88*	-77*
6	COc1cc(-c2nc3ccccc3o2)cc(CN2CCCCC2)c1O	47	33	95	13	62	42	84	129	44
7	Cc1ccc2nc(NC(=O)CSC(=S)N3CCN(c4ccccc4)CC3)sc2c1	86	104	103	112	99	95	104	108	88
8	O=C(COc1ccc(Cl)cc1Cl)NCc1ccccc1	111	95	97	106	98	99	100	102	89
9	CSc1nc2ccc(C)cc2cc1/C=C1/C=C(c2ccccc2)OC1=O	104	90	92	106	109	96	106	121	89
10	NS(=O)(=O)c1ccc(N2C(=O)c3ccc4c5c(ccc(c35)C2=O)C(=O)N(c2ccc(S(N)(=O)=O)cc2)C4=O)cc1	101	101	96	107	100	90	103	100	89
11	CSc1nc(Oc2ccc(C(C)=O)cc2)c(C#N)c(-c2cccc([N+](=O)[O-])c2)n1	x	101	103	105	95	97	100	143	76
12	CC(CC(=O)O)C(C)C(=O)O (stereo not drawn)	96	94	102	114	104	98	101	104	93
13	CC(=O)NCC(O)c1ccc([N+](=O)[O-])cc1 (stereo not drawn)	97	108	97	103	101	x	97	95	87
14	CCSc1ccc(C(=O)O)cc1	101	94	106	122	101	98	95	110	87
15	O=Cc1ccc(Cl)c(Cl)c1	104	119	109	95	110	95	117	98	80
16	COc1ccc(/C=C/C(=O)n2nc(-c3ccccc3)nc2-c2ccccc2)c(OC)c1	x	x	102	112	95	93	101	x	82

Profiles, looked up by structure. Order of values: U251, SF-295, 786-0, DU-145, SN12C, PC-3, SF-539, TK-10, UO-31
O=Cc1ccc(Cl)c(Cl)c1 reads 104, 119, 109, 95, 110, 95, 117, 98, 80
CSc1nc2ccc(C)cc2cc1/C=C1/C=C(c2ccccc2)OC1=O reads 104, 90, 92, 106, 109, 96, 106, 121, 89
CSc1nc(Oc2ccc(C(C)=O)cc2)c(C#N)c(-c2cccc([N+](=O)[O-])c2)n1 reads x, 101, 103, 105, 95, 97, 100, 143, 76
COc1ccc(/C=C/C(=O)n2nc(-c3ccccc3)nc2-c2ccccc2)c(OC)c1 reads x, x, 102, 112, 95, 93, 101, x, 82
CC(=O)NCC(O)c1ccc([N+](=O)[O-])cc1 (stereo not drawn) reads 97, 108, 97, 103, 101, x, 97, 95, 87

(next part)
no.	molecule	U251	SF-295	786-0	DU-145	SN12C	PC-3	SF-539	TK-10	UO-31
17	O=C1c2cccc3cccc(c23)C(=O)N1N1C(=O)c2cccc3c(N4CCOCC4)ccc(c23)C1=O	91	91	102	110	89	91	101	141	69
18	Cc1cc2nnc(-c3ccc(Cl)cc3)n2c(SCc2ccccc2)n1	85	86	99	101	91	85	99	111	64
19	CN(C)Cc1cc(C(C)(C)C)cc(N2CCOCC2)c1O	108	114	106	116	94	92	106	102	78
20	CCCCN1C(=O)c2c(/C=C/C(=O)OCC)ccc3c(OC)cc(/C=C/C(=O)OCC)c(c23)C1=O	72	73	97	93	73	66	99	104	50
21	COc1cc2c(cc1OCc1ccccc1)c(=O)ccn2-c1ccc(NC(=O)C2(C(=O)Nc3ccc(F)cc3)CC2)cc1	83	88	91	89	89	69	85	x	72
22	CCOc1ccc(-c2nc3ccc(-c4nc5ccc(N6CCN(CCNC(C)=O)CC6)cc5[nH]4)cc3[nH]2)cc1	x	100	106	109	99	98	99	128	124
23	CC(C)Oc1nc2c(c(=O)n(C)c(=O)n2C)n1C	100	101	104	105	108	91	x	95	91
24	Cc1nn(-c2ccccc2)c(Cl)c1C1CC(=O)CC(c2c(C)nn(-c3ccccc3)c2Cl)N1 (stereo not drawn)	100	109	100	117	102	98	x	134	84
25	CCCC(=O)NC(C)C(=O)Nc1ccccc1C(=O)OCC (stereo not drawn)	98	108	100	120	105	89	116	112	96
26	C=CCNS(=O)(=O)c1ccccc1	111	98	93	110	104	95	98	118	82
27	NS(=O)(=O)c1ccc(C(=O)NN2C(=O)c3c(Br)c(Br)c(Br)c(Br)c3C2=O)cc1	98	98	103	103	98	100	97	112	82
28	Cc1ccn2c(=O)c(C)cnc2c1	102	109	108	99	96	83	111	107	69
29	CCOc1ccc(N=Cc2ccccc2O)cc1	103&100	107&112	91&99	108&102	101&98	86&97	98&107	111&105	77&84
30	CCOC(=O)C1=C(C)N=C2Sc3cc(OC(F)(F)F)ccc3N2[C@H]1c1ccccn1	23	22	59	47	47	51	41	51	33
31	O=C1OCC2=C1C(c1cccc([N+](=O)[O-])c1)CC(=O)N2c1ccc(F)cc1 (stereo not drawn)	105	93	118	117	106	96	102	98	88
32	C=C[C@@]12CN3CC[C@]1(O)[C@@](C(=O)OC)(CO2)c1[nH]c2ccccc2c1C3	82	71	84	68	68	41	72	97	69
33	O=C(Cl)c1ccc(C(=O)Cl)cc1	92	98	97	109	95	94	98	99	91
34	N#Cc1c(NC(=O)c2ccco2)[n+]([O-])c2ccccc2[n+]1[O-]	106	107	99	95	93	130	84	133	x
35	Cc1ccc(COc2nc(C)cc(C)c2C#N)cc1	89	97	93	102	86	87	87	126	55
36	CC1(c2ccc(F)cc2)OC(=O)c2c1ccc1ccccc21 (stereo not drawn)	95	78	116	134	103	87	109	108	70
37	COc1cc(/C=C2\CN(C)C/C(=C\c3cc(CN4CCCCC4)c(O)c(OC)c3)C2=O)cc(CN2CCCCC2)c1O	15	92	50	1.1*	38	33	49	58	57
38	O=C(N/N=C\c1ccccc1Cl)c1ccncc1	106	115	106	109	102	89	106	115	78
39	CCOC(=O)c1cc(/C(=N/O)c2cc(OC)c(OC)c(OC)c2Br)n2cc(C)cc(C)c12	77	74	84	69	74	69	86	79	21
40	CC(C)(C)c1cc(Cc2cc(C(C)(C)C)c(O)c(C(C)(C)C)c2)cc(C(C)(C)C)c1O	x	97	81	94	105	61	116	109	94
41	CCOC(=O)C1=C(C)NC(=S)NC1c1ccc2c(c1)OCO2 (stereo not drawn)	103	108	102	105	95	97	93	106	83
42	CCCCC(C(=O)OCC)(C(=O)OCC)C(C)CC (stereo not drawn)	105	109	104	117	116	105	110	99	83
43	COc1ccc(-n2cc(-c3ccc(Cl)cc3)nc2SCC(=O)c2ccc(Cl)cc2)cc1	80	86	64	92	100	59	88	95	96
44	COc1ccc(/C=N\NC(=O)c2ccncc2)cc1	x	95	92	107	100	104	102	105	74
45	COc1ccc(-c2cnc3sc(C(=O)NNC(=O)c4ccc(C)cc4)c(C)n23)cc1	100	102	105	115	109	103	98	129	78
46	COc1ccc(Cn2cc3c(c2-c2ccccc2)CCCc2cnoc2-3)cc1N	93	93	95	99	92	91	95	112	73
47	CN(/N=C/c1ccc(N(C)C)cc1)C(=O)c1ccccc1N	48	95	87	103	88	95	85	117	73
48	CCN(CC)CCNC(=O)c1cc2ccccc2cc1O	97	x	111	116	108	96	110	101	111
49	COC(=O)c1c(C(=O)OC)c2c(-c3ccccc3)cc3cccc1n32	92	85	103	93	98	91	92	85	89
50	Cc1cc(C)c(F)c(C)c1N	102	99	106	109	100	96	92	97	94
51	COc1ccc(C(=O)Cn2c(C(=O)c3ccc(OC)cc3)nc3ccccc32)cc1	18	1.8*	36	55	41	34	19	51	35
52	FC(F)(F)Oc1ccc2c(c1)C[C@H]1C[C@@H](c3ccoc3)N2O1	95	91	105	110	110	93	94	97	100
53	O=c1cccc(O)[nH]1	104&104	112&96	103&100	113&107	110&103	85&99	103&101	112&102	93&107
54	Cn1cnc2c(Nc3ccccn3)nc(Cl)nc21	98	102	103	105	98	101	98	108	95
55	N#CC1=C(N)Oc2cc(O)ccc2C1c1cccnc1 (stereo not drawn)	104	99	92	104	104	92	94	98	95
56	NC(=O)c1ccc[n+](CC(=O)N2CCN(c3cc4c(cc3F)c(=O)c(C(=O)O)cn4C3CC3)CC2)c1	88	108	75	96	58	89	89	116	74
57	CC1(O)C(c2ccccc2)=Nc2ccccc21 (stereo not drawn)	106	99	102	113	112	95	98	102	93
58	CC(C)Cc1ccc(C(C)C(=O)OCc2ccc(Cn3c(=O)sn(-c4ccc(Cl)cc4)c3=O)cc2)cc1 (stereo not drawn)	95	95	100	110	95	88	95	103	79
59	Nc1nonc1-c1nc2ccccc2n1CC(=O)Nc1ccc2c(c1)COC2=O	94	x	93	108	92	80	86	95	61
60	Cc1cc2cc3cc(C)c(N(C)C)cc3nc2cc1N(C)C	15	19	28	25	15	4.4*	8.8*	-15*	59
61	COC(=O)c1ccc(C2SCC(=O)N2NC(=O)c2[nH]c3ccc(F)cc3c2-c2ccccc2)cc1 (stereo not drawn)	95	x	90	114	102	90	94	101	74
62	COc1ccc(-c2nc3ccccc3c3[nH]c(C)c(C(C)=O)c23)c(O)c1	99	82	84	98	103	72	90	106	41
63	NC(=O)Cc1nc(O)cc(=O)[nH]1	89	97	98	115	96	76	101	94	95
64	O=[N+]([O-])c1ccc(-c2cnc3nonc3n2)cc1	106	104	88	102	96	58	115	109	86

3 entries from above, with one line to a screen:
#62 COc1ccc(-c2nc3ccccc3c3[nH]c(C)c(C(C)=O)c23)c(O)c1
#63 NC(=O)Cc1nc(O)cc(=O)[nH]1
#64 O=[N+]([O-])c1ccc(-c2cnc3nonc3n2)cc1
Compound,62,63,64
U251,99,89,106
SF-295,82,97,104
786-0,84,98,88
DU-145,98,115,102
SN12C,103,96,96
PC-3,72,76,58
SF-539,90,101,115
TK-10,106,94,109
UO-31,41,95,86

Remaining list, next part.
no.	molecule	U251	SF-295	786-0	DU-145	SN12C	PC-3	SF-539	TK-10	UO-31
65	CC(/C=C/C=C(\C)[C@H](O)[C@H](C)C(=O)O[C@H]1C[C@H](C)C=C2C=C[C@@]3(C)O[C@@H](O)CC(=O)[C@]3(C)[C@H]21)=C\C=C\C(=O)O	-3.9*	2.3*	2.0*	4.8*	3.4*	7.6*	-16*	16	19
66	O=C1CSC(=S)N1c1ccc(Br)cc1	x	75	86	92	84	75	98	74	77
67	CCOC(=O)c1cc(=O)[nH]c(Nc2nc3ccccc3s2)n1	107	103	103	106	98	100	98	122	84
68	COc1ccc(-c2cc(C(=O)Oc3ccc(C=O)cc3OC)nn2-c2ccc(S(C)(=O)=O)cc2)cc1OC	99	94	97	101	100	112	92	110	74
69	COc1ccc(Br)c2ccccc12	114	110	115	x	112	102	109	118	70
70	NCc1ccc(Cl)c(Cl)c1	105	105	99	112	100	98	x	110	69
71	CC(C)=CCC[C@](C)(O)[C@@H]1CC=C(C)CC1	98	102	104	113	101	107	106	98	89
72	C=CCOC(=O)CCCCCCCC1OC1CCCCCCCC (stereo not drawn)	96	102	95	116	110	97	100	101	86
73	CC(C)(C)c1ccc(-c2nc(C#N)c(NC3CCS(=O)(=O)C3)o2)cc1 (stereo not drawn)	95	96	100	97	100	96	96	112	90
74	O=C(c1ccccc1)C(c1ccccc1)N1CCOCC1 (stereo not drawn)	95	95	104	107	101	93	101	90	87
75	Fc1ccc(-c2nnc(/C=C/c3cn(-c4ccccc4)nc3-c3ccccc3)o2)cc1	82	94	90	110	84	95	89	107	84
76	COC1=CC(c2ccc[nH]2)=N/C1=C\c1[nH]c(C)c(CCCn2cc(CCC[C@@H]3Cc4cc(O)ccc4C4CC[C@]5(C)[C@@H](O)CC[C@H]5C43)nn2)c1C (stereo partly drawn)	75	92	97	57	x	71	101	112	86
77	Cc1ccc(/C=C2/C=C(c3ccccc3)OC2=O)cc1	109	82	108	111	102	87	104	113	74
78	C=C1CCC2C3(C)COC(c4ccccc4Br)OC3CCC2(C)C1C/C=C1/C(=O)OCC1OC(C)=O (stereo not drawn)	-96*	28	-73*	21	-44*	-17*	x	-49*	26
79	O=C(O)CNC(=O)c1cccc(N2C(=O)/C(=C/c3cccc(F)c3)SC2=S)c1	x	102	105	109	96	98	101	102	82
80	COc1ccc([N+](=O)[O-])cc1Nc1n[nH]c(-c2ccccc2)n1	83	95	103	95	92	76	70	141	57
81	COc1ccc2cc(-c3cc4ccc(OC)cc4oc3=O)c(=O)oc2c1	93	102	102	107	100	94	88	111	96
82	COc1cc2cc(Oc3ccc(NC(=O)Nc4ccccc4)cc3)c(C)nc2cc1OC	48	54	95	89	71	60	78	x	66
83	CN(C)Cc1cc(OCc2ccccc2)cc(CN(C)C)c1O	x	102	104	120	99	93	108	103	69
84	Cc1ccc2cnc(N)c(C#Cc3cncc(C(=O)NCCN4CCCCC4)c3)c2c1	81	108	104	86	91	79	75	104	54
85	COc1ccc(-c2nc(SCC(C)C)nc(NCCc3c[nH]c4ccccc34)c2C#N)cc1	41	45	57	77	x	24	48	120	57
86	O=S(=O)(Nc1cc(F)cc(Cl)c1)c1ccc(-c2cnc(C3CC3)o2)cc1	34	22	31	36	46	32	5.3*	48	39
87	COc1ccc(N=Nc2c(N)nn3c(-c4ccc(OC)c(OC)c4)c4c(N)c5c(nc4nc23)CCCC5)cc1	100	99	103	107	100	96	100	103	84
88	C#CCC1(c2cccc(Cl)c2)NS(=O)(=O)c2ccccc21 (stereo not drawn)	98	98	103	109	106	92	101	88	85
89	Cc1nn(CC(O)c2ccccc2)c(N)c1C(=O)N/N=C\c1ccc(OC(F)F)c(OCc2ccccc2)c1 (stereo not drawn)	91	103	92	100	92	70	96	91	71
90	CC(=O)NC1C(Nc2ccc(S(=O)(=O)Nc3nccc(C)n3)cc2)OC(CO)C(O)C1O (stereo not drawn)	118	94	108	100	101	104	107	100	92
